Bioassay records (PubChem)
Rab7 wt GTP bind = modulators of GTP binding to Rab7, primary screen, biochemical, wildtype, multiplex bead flow cytometry; GTP binding activity (percent of control), % at 10 µM; AID 758, 2007; GST-Rab7 beads, fluorescent GTP binding; actives lie on both sides; untreated = 100%, excess cold GTP = 0%; 0.055% of 190,000 active;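 active = fluorescent GTP binding to Rab7 beads changed by at least 20 points from the 100% baseline, either direction, mostly lower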;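 note: median green fluorescence of bound Bodipy-FL-GTP per Rab7 bead population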
Bcl-XL Bim block = inhibitors of Bim-Bcl-XL binding, primary screen, biochemical, multiplexed, bead flow cytometry, human Bcl-XL. Bcl-2-like protein 1 (Homo sapiens), Q07817. Bim peptide-Bcl-XL binding, fluorescence. inhibition, % at 10 µM. 0.04% of 190,000 active
Target sequence (Q07817 whole entry, looked up): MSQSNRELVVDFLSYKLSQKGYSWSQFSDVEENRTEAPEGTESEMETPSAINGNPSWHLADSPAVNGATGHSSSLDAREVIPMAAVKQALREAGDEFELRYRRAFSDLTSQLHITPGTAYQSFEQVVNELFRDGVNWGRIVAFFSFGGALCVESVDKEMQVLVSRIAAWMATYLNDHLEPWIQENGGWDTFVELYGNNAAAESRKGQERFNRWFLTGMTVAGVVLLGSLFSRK
Bim-Bcl-W = inhibitors of Bim binding to Bcl-W, primary screen, biochemical, multiplexed, bead-based flow cytometry | Bcl-2-like protein 2 (Homo sapiens), Q92843 | Bim peptide-Bcl-W binding | inhibition, % at 10 µM | 0.02% of 190,000 active | AID 952, 2007;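 note: 0% = bound tracer without compound and 100% = peptide blocker; higher means less fluorescent Bim peptide bound to Bcl-W beads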
Rab2 wt GTP = modulators of GTP binding to Rab2A wildtype, primary screen, biochemical, dog, bead-based flow cytometry, multiplex | GST-Rab2 wt beads, Bodipy-GTP binding | GTP binding activity, % at 10 µM | 0.19% of 190,000 active;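 active = GTP binding activity at least 20 points away from 100%, either lowered or raised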;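 note: 0% = beads with excess unlabeled GTP and 100% = no-compound control corrected for plate trend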
HRas wt GTP bind = modulators of GTP binding to HRas wildtype, primary screen, biochemical, bead-based flow cytometry, multiplex. GTPase HRas (Homo sapiens), P01112. GST-Ras wt beads, Bodipy-FL-GTP binding; actives lie on both sides. GTP binding activity, % at 10 µM. 0.14% of 190,000 active;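 active = GTP binding activity at least 20% away from the 100% baseline, either lowered as inhibitor or raised as activator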;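 note: 0% = unlabeled GTP competition control and 100% = no-compound control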
Target sequence (P01112 whole entry, looked up): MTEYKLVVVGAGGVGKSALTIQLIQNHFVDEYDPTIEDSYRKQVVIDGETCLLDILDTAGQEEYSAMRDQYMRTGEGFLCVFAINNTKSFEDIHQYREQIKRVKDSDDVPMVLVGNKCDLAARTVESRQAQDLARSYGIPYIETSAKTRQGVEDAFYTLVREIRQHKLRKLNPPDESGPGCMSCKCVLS
Rac1 wt modul = wildtype Rac1 GTP binding modulators, primary screen, biochemical, GST-Rac1 beads, flow cytometry, multiplex. GTP binding activity (% of control), % at 10 µM. fluorescent GTP binding; actives lie on both sides; 0 = cold GTP competed, 100 = untreated. Ras-related C3 botulinum toxin substrate 1 (Homo sapiens), P63000. 0.27% of 190,000 active;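 active = GTP binding activity at least 20 points away from the 100% control level, either lower or higher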
Cdc42 wt GTP = modulators of GTP binding to wildtype Cdc42, primary screen, biochemical, multiplex bead flow cytometry, Bodipy-GTP; percent activity (GTP binding), % at 10 µM; 0.2% of 190,000 active; Cell division control protein 42 homolog (Homo sapiens), P60953; GST-Cdc42 beads; actives lie on both sides;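 active = percent activity GTP binding at least 20 points away from the 100% baseline, either down as inhibitor or up as activator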;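 note: median bead fluorescence of bound Bodipy-FL-GTP at 100 nM; 0% = excess unlabeled GTP control and 100% = no compound control; below 100% means less GTP binding so inhibitor and above means activator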
Bfl-1 Bim block = inhibitors of Bim binding to Bfl-1, primary screen, biochemical, multiplexed, bead-based flow cytometry. Bim-Bfl-1 binding inhibition. inhibition, % at 10 µM. 0.12% of 190,000 active. AID 1008, 2008;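 note: 0% = wells without compound plus tracer and 100% = blocker peptide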
Rac1 act GTP bind = GTP binding modulators of activated mutant Rac1, primary screen, biochemical, bead-based flow cytometry, multiplex, fluorescent GTP. Ras-related C3 botulinum toxin substrate 1 (Homo sapiens), P63000. GST-Rac1 activated beads; actives lie on both sides; 100% means binding = to untreated wells. percent activity (GTP binding), % at 10 µM. 0.11% of 190,000 active. AID 764, 2007;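 active = GTP binding at least 20 percentage points away from the 100% baseline, in either direction, so actives lie on both sides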
Bim-Bcl-2 = inhibitors of Bim-Bcl-2 binding, primary screen, biochemical, multiplexed, human Bcl-2 family. Bead-based flow cytometry, Bim peptide-Bcl-2 binding. inhibition, % at 10 µM. 0.06% of 190,000 active. AID 950, 2007; in the data active = inhibition above about 40%;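 note: 0% = no compound wells with probe peptide and 100% = reference peptide inhibitor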
Target sequence (P10415 whole entry, looked up): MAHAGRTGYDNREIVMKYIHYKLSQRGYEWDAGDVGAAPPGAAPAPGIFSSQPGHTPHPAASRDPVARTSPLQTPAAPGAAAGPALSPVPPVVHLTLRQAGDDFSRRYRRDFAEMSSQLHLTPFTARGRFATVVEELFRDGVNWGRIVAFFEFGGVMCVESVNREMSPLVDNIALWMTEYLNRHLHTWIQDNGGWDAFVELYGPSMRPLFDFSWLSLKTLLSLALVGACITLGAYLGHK
Bcl-B Bim block = inhibitors of Bim-Bcl-B binding, primary screen, biochemical, multiplexed, human Bcl-2 family. Bcl-2-like protein 10 (Homo sapiens), Q9HD36. bead-based flow cytometry, Bim peptide-Bcl-B binding. inhibition, % at 10 µM. 0.073% of 190,000 active. AID 951, 2007;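 note: 0% = tracer peptide without compound and 100% = reference inhibitor peptide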
Target sequence (Q9HD36 whole entry, looked up): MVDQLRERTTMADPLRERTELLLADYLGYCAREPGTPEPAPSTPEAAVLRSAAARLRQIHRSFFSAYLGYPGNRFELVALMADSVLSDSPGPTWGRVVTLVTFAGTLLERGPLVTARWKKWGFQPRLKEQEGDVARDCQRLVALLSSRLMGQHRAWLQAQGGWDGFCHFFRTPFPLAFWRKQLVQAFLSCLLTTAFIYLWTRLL
Numbers without * were called inactive. Cut-off read from the data, not from the text of the source, unless noted: active = inhibition above about 40%.

SMILES | Rab7 wt GTP bind | Bcl-XL Bim block | Bim-Bcl-W | Rab2 wt GTP | HRas wt GTP bind | Rac1 wt modul | Cdc42 wt GTP | Bfl-1 Bim block | Rac1 act GTP bind | Bim-Bcl-2 | Bcl-B Bim block
COCCn1c(SCC(=O)Nc2sccc2C(N)=O)nc2cc(Cl)ccc2c1=O | 99 | 0 | 0 | 98 | 99 | 101 | 100 | 0 | 98 | 0 | -1
Cc1ccc(C(=O)NC(=S)Nc2cccc(NC(=O)c3ccccc3Cl)c2)cc1[N+](=O)[O-] | 96 | -7 | -5 | 99 | 99 | 102 | 99 | -9 | 100 | -6 | -8
CC(/C=N/NC(=O)c1n[nH]c2c1CCC2)=C\c1ccccc1 | 103 | -1 | 1 | 104 | 103 | 106 | 105 | -9 | 102 | -5 | -2
COc1ccc(NS(=O)(=O)c2cccc(C(=O)N/N=C/c3ccc4c(c3)OCCO4)c2)cc1 | 95 | -2 | 0 | 95 | 93 | 93 | 93 | -3 | 94 | 0 | -1
O=C(c1ccc(-n2cccc2)cc1)N1CCN(Cc2ccccc2)CC1 | 97 | 0 | 3 | 97 | 99 | 102 | 100 | -7 | 98 | -4 | -6
COc1ccc(/C=C2\CCCC(C(=O)C(F)(F)F)=C2O)cc1OC | 93 | -2 | 3 | 97 | 99 | 96 | 102 | -4 | 94 | 0 | -2
CC(C)NC(=S)NCc1cccnc1 | 104 | -6 | -2 | 99 | 98 | 102 | 103 | -5 | 96 | -6 | -8
CCOC(=O)N1CCC(NC(=O)CCc2cn(C)c3ccccc23)CC1 | 98 | -11 | -6 | 100 | 102 | 108 | 107 | -21 | 100 | -10 | -8
CCCn1cnc2c(c1=O)c1nc3ccccc3nc1n2Cc1ccccc1OC | 101 | -1 | 4 | 103 | 103 | 106 | 106 | -8 | 102 | -11 | -4
CC1(C)C(=O)C2(CCCC2)C(=O)OC1c1ccco1 (stereo not given) | 102 | 12 | 1 | 102 | 102 | 108 | 101 | 1 | 99 | 2 | 2
CCOC(=O)c1cc2c(ccn2C)n1CC(=O)N1CCN(c2ccccc2OC)CC1 | 96 | -4 | 3 | 99 | 98 | 100 | 100 | 0 | 100 | 0 | -3
CN(C(=O)COC(=O)c1ccc[nH]c1=O)C1CCCCC1 | 98 | 0 | 0 | 97 | 97 | 98 | 99 | 0 | 96 | 1 | -3
COc1cccc(C2CC(c3ccccc3OC)n3ncnc3N2)c1 (stereo not given) | 100 | -3 | 0 | 99 | 100 | 107 | 98 | -13 | 98 | -8 | -9
CCCCNC(=O)CSc1nnc(Cc2ccccc2)n1CC | 97 | -7 | -2 | 101 | 102 | 105 | 101 | 0 | 98 | -2 | -4
CC1(C)Cc2noc(N)c2C(C)(C)N1OC(=O)c1ccccc1 | 103 | -5 | 0 | 102 | 100 | 99 | 101 | -11 | 97 | -7 | -6
CNC(=O)c1c(Cl)cnn1-c1ccc(C)cc1 | 99 | -2 | -4 | 99 | 98 | 95 | 99 | -6 | 95 | -2 | -2
Cc1cc(=O)n(CC(=O)O)c2ccccc12 | 95 | 3 | 0 | 97 | 98 | 101 | 95 | -1 | 95 | 0 | 0
COc1ccc(C(c2sc3nc(C)nn3c2O)N2CCCCC2)cc1 (stereo not given) | 97 | -8 | -6 | 98 | 99 | 101 | 97 | -13 | 97 | -8 | -8
CCN(CC)C(=O)c1sc(NC(=O)c2ccoc2C)c(C(=O)OC)c1C | 95 | 0 | 1 | 95 | 100 | 99 | 97 | 0 | 92 | -3 | -15
N#Cc1ccsc1NC(=O)COC(=O)c1cc2ccccc2cc1O | 98 | -3 | -1 | 97 | 98 | 100 | 99 | 1 | 96 | 0 | -2

Reformatted with two lines to a compound: part of the list above
Results follow in this order: Rab7 wt GTP bind	Bcl-XL Bim block	Bim-Bcl-W	Rab2 wt GTP	HRas wt GTP bind	Rac1 wt modul	Cdc42 wt GTP	Bfl-1 Bim block	Rac1 act GTP bind	Bim-Bcl-2	Bcl-B Bim block
> COCCn1c(SCC(=O)Nc2sccc2C(N)=O)nc2cc(Cl)ccc2c1=O
    99	0	0	98	99	101	100	0	98	0	-1
> Cc1ccc(C(=O)NC(=S)Nc2cccc(NC(=O)c3ccccc3Cl)c2)cc1[N+](=O)[O-]
    96	-7	-5	99	99	102	99	-9	100	-6	-8
> CC(/C=N/NC(=O)c1n[nH]c2c1CCC2)=C\c1ccccc1
    103	-1	1	104	103	106	105	-9	102	-5	-2
> COc1ccc(NS(=O)(=O)c2cccc(C(=O)N/N=C/c3ccc4c(c3)OCCO4)c2)cc1
    95	-2	0	95	93	93	93	-3	94	0	-1
> O=C(c1ccc(-n2cccc2)cc1)N1CCN(Cc2ccccc2)CC1
    97	0	3	97	99	102	100	-7	98	-4	-6
> COc1ccc(/C=C2\CCCC(C(=O)C(F)(F)F)=C2O)cc1OC
    93	-2	3	97	99	96	102	-4	94	0	-2
> CC(C)NC(=S)NCc1cccnc1
    104	-6	-2	99	98	102	103	-5	96	-6	-8
> CCOC(=O)N1CCC(NC(=O)CCc2cn(C)c3ccccc23)CC1
    98	-11	-6	100	102	108	107	-21	100	-10	-8
> CCCn1cnc2c(c1=O)c1nc3ccccc3nc1n2Cc1ccccc1OC
    101	-1	4	103	103	106	106	-8	102	-11	-4
> CC1(C)C(=O)C2(CCCC2)C(=O)OC1c1ccco1 (stereo not given)
    102	12	1	102	102	108	101	1	99	2	2

(list continues)
SMILES | Rab7 wt GTP bind | Bcl-XL Bim block | Bim-Bcl-W | Rab2 wt GTP | HRas wt GTP bind | Rac1 wt modul | Cdc42 wt GTP | Bfl-1 Bim block | Rac1 act GTP bind | Bim-Bcl-2 | Bcl-B Bim block
COc1ccc(-c2nnc(SCc3ccccc3)n2N)cc1 | 96 | 8 | 1 | 98 | 99 | 97 | 99 | -9 | 97 | -2 | -3
COc1ccc(-n2nc(C(=O)NCC(=O)Nc3cccc(NC(C)=O)c3)c3ccccc3c2=O)cc1 | 97 | -6 | -6 | 96 | 95 | 98 | 101 | -3 | 98 | -3 | -4
Cc1nn(-c2cccc(Cl)c2)c2nc(-c3ccncc3)cc(C(=O)N3CCOCC3)c12 | 104 | -6 | 0 | 97 | 95 | 93 | 92 | -4 | 94 | -3 | -8
Cc1ccc(S(=O)(=O)Cn2nnnc2C(c2ccc(F)cc2)N2CCC(C(N)=O)CC2)cc1 (stereo not given) | 100 | -11 | 0 | 100 | 98 | 104 | 99 | -10 | 100 | -5 | -4
Fc1ccc(-c2ccc(/C=N\n3cnnc3)o2)cc1Cl | 103 | -2 | 1 | 99 | 100 | 102 | 103 | -1 | 100 | -3 | 1
CCCc1cc(=O)[nH]c(Nc2ccc(N3CCCCC3)cc2)n1 | 105 | -2 | 2 | 101 | 102 | 112 | 111 | -10 | 102 | -6 | -9
CCCCn1nnnc1SCC(=O)N1CCOCC1 | 102 | -4 | 0 | 103 | 102 | 105 | 105 | -15 | 100 | -8 | -8
COc1ccc(-c2cc(C(=O)N3CCN(c4ccccc4)CC3)c3ccccc3n2)cc1 | 95 | 0 | 2 | 96 | 97 | 96 | 98 | -6 | 96 | -1 | -4
COc1ccc(CCNC(=O)c2cc(-c3ccccc3)on2)cc1OC | 98 | 1 | -3 | 98 | 100 | 95 | 96 | -17 | 93 | -9 | -9
COCCCNc1nc2nonc2nc1N(C)CC1CCCN1C (stereo not given) | 95 | -6 | 0 | 96 | 96 | 99 | 98 | 0 | 94 | 2 | -1
O=C(CCCn1c(=S)[nH]c2cc3c(cc2c1=O)OCO3)N1CCN(C2CCCCC2)CC1 | 99 | -1 | -2 | 101 | 100 | 100 | 98 | -9 | 99 | -8 | -13
O=C(CC1c2ccccc2Oc2ccccc21)Nc1ccccc1F | 89 | -2 | -2 | 95 | 96 | 100 | 95 | 0 | 97 | -3 | -3
COc1cccc(C2C(C#N)=C(N)Oc3c2oc(CO)cc3=O)c1 (stereo not given) | 98 | 9 | 9 | 99 | 101 | 105 | 100 | 9 | 100 | 14 | 8
COc1ccc2nc(NC(=O)c3ccccc3-c3ccccc3C(=O)O)sc2c1 | 93 | -1 | 1 | 94 | 95 | 102 | 99 | 4 | 94 | 0 | 0
Cc1ccc(NC(=O)Nc2ccccc2)c(Br)c1 | 101 | -7 | -3 | 102 | 98 | 103 | 101 | -13 | 100 | -10 | -8
Cc1cc(C(=O)CSC(C)c2nc3ccccc3c(=O)[nH]2)c(C)n1C (stereo not given) | 100 | 4 | 3 | 101 | 101 | 101 | 102 | -9 | 100 | -5 | -2
CC(=O)c1ccc(-n2c(-c3cc(-c4ccco4)[nH]n3)n[nH]c2=S)cc1 | 94 | -7 | -2 | 95 | 97 | 100 | 96 | 0 | 98 | -8 | -26
O=C(NCc1cccnc1)c1cc(Sc2ccccc2Cl)nc2ccccc12 | 98 | 5 | 1 | 96 | 96 | 99 | 99 | 12 | 98 | 5 | 2
COc1ccc(-c2nnn(CC(=O)N(C3CCCC3)C(C)C(=O)NC3CCCC3)n2)cc1OC (stereo not given) | 97 | 0 | -4 | 98 | 98 | 99 | 97 | -3 | 97 | -4 | -8
C=CCOC(=O)C(=O)/C=C/c1csc2ccccc12 | 101 | -1 | -4 | 97 | 96 | 95 | 96 | -2 | 94 | -2 | -17
CCOC(=O)N1CCN(c2ccc3nnnn3n2)CC1 | 93 | 0 | 1 | 94 | 95 | 99 | 98 | -11 | 97 | -2 | -6
